M4 ag – human M4 muscarinic receptor agonists, primary screen, CHO-K1 cells, Fluo-8 calcium fluorescence; activation, % at 3 µM; Muscarinic acetylcholine receptor M4 (Homo sapiens), P08173; CHO-K1 hM4/Gqi5; vehicle 0%, full acetylcholine response 100%; 360,000 compounds, 0.14% hits;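 active = activation above the run mean over all test wells plus 3 SD, cut at about 32% in these data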;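 also: peak over basal fluorescence ratio per well then scaled between controls; 0% = DMSO wells and 100% = acetylcholine at EC100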
Target sequence (P08173 whole entry, looked up): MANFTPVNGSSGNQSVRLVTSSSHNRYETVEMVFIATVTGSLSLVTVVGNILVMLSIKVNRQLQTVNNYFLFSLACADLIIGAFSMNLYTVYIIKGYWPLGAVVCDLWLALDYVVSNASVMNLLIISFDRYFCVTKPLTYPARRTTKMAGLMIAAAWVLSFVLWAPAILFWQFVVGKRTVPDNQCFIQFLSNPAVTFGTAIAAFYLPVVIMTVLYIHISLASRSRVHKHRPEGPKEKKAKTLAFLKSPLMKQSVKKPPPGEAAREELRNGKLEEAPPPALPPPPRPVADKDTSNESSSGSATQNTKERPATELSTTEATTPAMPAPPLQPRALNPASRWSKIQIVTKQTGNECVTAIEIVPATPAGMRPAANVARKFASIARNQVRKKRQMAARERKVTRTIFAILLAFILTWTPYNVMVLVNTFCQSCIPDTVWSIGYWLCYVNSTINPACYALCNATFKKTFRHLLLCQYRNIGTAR
CHO parental Ca – ATP-evoked calcium signal inhibitors, parental CHO, primary screen, counter-screen for OX1R antagonist project, cell-based, fluorescence, Fluo-8 calcium dye; parental CHO-K1, ATP-induced calcium, Fluo-8 fluorescence; inhibition, % at 5.6 µM; 330,000 compounds, 0.63% hits; AID 463079, 2010;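 active = inhibition above that plate's mean sample inhibition plus 3 SD, cut at about 26% in these data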;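 also: 0% = ATP-challenged DMSO wells and 100% = DMSO wells without ATP; some compounds past the cut are filed as inactive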
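Test system: parental CHO cells; detection: calcium-sensitive Fluo-8 fluorescence; evaluation: percent inhibition of calcium signal; also added: ATP as calcium-mobilizing challenge; repeats: one well per compound; control set: ATP-challenged DMSO wells low, unchallenged DMSO wells high; compound: single nominal dose of 5.6 µM per compound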
CHRM1 antagonist – human M1 muscarinic receptor antagonists, primary screen, CHO-K1 cells, Fluo-8 calcium fluorescence, 1536-well | Muscarinic acetylcholine receptor M1 (Homo sapiens), P11229 | CHO-K1 hM1, ACh EC80 antagonist | inhibition, % at 3 µM | 360,000 compounds, 1.3% hits;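 active = percent inhibition above its own plate's cutoff, namely the mean of that plate's compound wells plus 3 SD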;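 also: peak over basal fluorescence ratio during 140 s after agonist addition; 0% = ACh EC80 plus DMSO and 100% = DMSO alone without agonist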
Target sequence (P11229 whole entry, looked up): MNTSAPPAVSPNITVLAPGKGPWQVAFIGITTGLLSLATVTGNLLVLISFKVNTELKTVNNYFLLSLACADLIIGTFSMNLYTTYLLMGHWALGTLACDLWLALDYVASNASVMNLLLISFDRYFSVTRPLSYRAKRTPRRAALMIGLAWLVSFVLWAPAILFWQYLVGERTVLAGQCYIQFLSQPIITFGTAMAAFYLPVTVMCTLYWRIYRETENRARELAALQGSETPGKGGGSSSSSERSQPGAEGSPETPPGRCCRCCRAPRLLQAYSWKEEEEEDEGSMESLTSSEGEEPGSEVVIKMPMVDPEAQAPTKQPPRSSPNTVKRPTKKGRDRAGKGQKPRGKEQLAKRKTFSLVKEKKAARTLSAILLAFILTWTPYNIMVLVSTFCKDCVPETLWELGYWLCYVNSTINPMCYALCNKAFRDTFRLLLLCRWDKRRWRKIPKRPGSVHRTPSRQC
CHRM1 PAM – human M1 muscarinic receptor positive allosteric modulators, primary screen, CHO-K1 cells, Fluo-8 calcium fluorescence, 1536-well | Muscarinic acetylcholine receptor M1 (Homo sapiens), P11229 | activation, % at 3 µM | 360,000 compounds, 0.088% hits | CHO-K1 hM1, ACh EC20; 0% = ACh EC20, 100% = maximal ACh | AID 588819, 2011; in the data active = activation above about 19%, passing the limit was not always enough
CHO-K1 Ca ag – counter-screen for M1 agonists: effect in parental CHO-K1 cells; Fluo-8 calcium fluorescence; scaled to maximal ATP response, vehicle zero; activation, % at 3 µM; 360,000 compounds, 0.48% hits; in the data active = activation above about 15%;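 also: untransfected CHO-K1 host cells lacking M1 receptor as counterscreen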
CHRM4 antagonist – human M4 muscarinic receptor antagonists, primary screen, CHO cells, Fluo-8 calcium fluorescence; Muscarinic acetylcholine receptor M4 (Homo sapiens), P08173; CHO-hM4 cells, ACh EC80; inhibition, % at 3 µM; 360,000 compounds, 0.73% hits;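 active = inhibition above its plate's cutoff, the mean inhibition of sample wells plus 3 SD, cut at about 27% in these data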;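 also: 0% = acetylcholine EC80 with DMSO and 100% = DMSO without agonist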
OXTR potentiator – human OXTR potentiators, primary screen, fluorescence, CHO-OTR cells, Fluo-8 calcium. Fluo-8 calcium fluorescence, potentiator mode; 0% = oxytocin EC15, 100% = EC100. activation, % at 3 µM. 320,000 compounds, 0.061% hits;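 active = activation above that plate's cutoff, the mean activation of tested compounds plus 3 SD, cut at about 6.6% in these data, passing the limit was not always enough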;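 also: 100% uses oxytocin at 75 nM as the full agonist control; some results filed as inactive read as strong as hits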
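Assay system: CHO-OTR cells, human receptor / Also added: oxytocin at about EC15, sub-maximal agonist stimulus / Dosing: single dose, 3.0 µM nominal final compound concentration / Incubation: 6 min pre-incubation, 100 s read / Technique: Fluo-8 calcium dye fluorescence / Read-out: % activation vs EC15 and EC100 oxytocin / Benchmarks: EC15 oxytocin low, 75 nM oxytocin high / Replicates: singlicate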
CHO-K1 Ca antag – nonselective inhibitor or artifact in parental CHO-K1 cells | ATP-induced calcium, Fluo-8 fluorescence | 360,000 compounds, 0.6% hits | inhibition, % at 3 µM;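 active = inhibition above a per-plate cutoff, the plate's mean sample inhibition plus 3 SD, cut at about 24% in these data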;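 also: 0% = DMSO plus EC80 ATP and 100% = DMSO alone without ATP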
CHRM1 agonist – human M1 muscarinic receptor agonists, primary screen, Fluo-8 calcium fluorescence, CHO-K1 cells, HTS; Muscarinic acetylcholine receptor M1 (Homo sapiens), P11229; CHO-K1 hM1, agonist mode; 0% DMSO, 100% acetylcholine EC100; activation, % at 3 µM; 360,000 compounds, 0.33% hits;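 active = activation above the run's mean compound activation plus 3 SD, cut at about 16% in these data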;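 also: peak over basal fluorescence ratio within a 140 s kinetic read after compound addition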
* hit, by the source's call; . = no result given. Hits appear at their usual frequency. Share with any hit: about 2.9%.

SMILES	M4 ag	CHO parental Ca	CHRM1 antagonist	CHRM1 PAM	CHO-K1 Ca ag	CHRM4 antagonist	OXTR potentiator	CHO-K1 Ca antag	CHRM1 agonist
COC(=O)[C@@]1(Cc2ccc(OC)cc2)[C@@H]2C(=CC(=O)[C@H]2CC(=O)C(=O)N2CCCC2)CN1C(=O)c1ccccc1	2	-17	2	8	0.5	-22	-10	-11	-4
COc1ccc(CNC(=O)Nc2nc(C(N)CCc3ccccc3)cs2)cc1 (stereo unspecified)	12	.	5	-1	4.1	1	.	-2	-5
Cc1ccccc1S(=O)(=O)Cc1ccc(C(=O)NCCCN2CCCC(C)C2)o1 (stereo unspecified)	0	-17	5	-4	0.1	-3	-7	-3	-5
N#CC1=C(N)OC2=C(C(=O)CCC2)C1c1ccsc1 (stereo unspecified)	1	-13	-6	-8	0.3	6	-1	-10	-1
COc1ccccc1N1CCN(C2CCCN(C(=O)c3cc(C(C)C)on3)C2)CC1 (stereo unspecified)	2	.	-20	9	0.5	-17	.	-6	-4
CC(C)CN1CC(=O)N2C(c3ccccc3)c3[nH]c4ccccc4c3C[C@H]2C1=O (stereo partly specified)	29	-6	13	-6	8.8	10	-1	5	-4
C[C@@H](CN1CCC[C@H]1CN1C(N)=NC[C@@H]1Cc1ccccc1)N1C[C@@H](Cc2ccccc2)N(CCCC2CCCC2)C1=N	0	-3	93*	-39	-0.3	7	-7	-6	-14
CN(Cc1ccccc1)c1ccc(S(=O)(=O)N2CCC(C(=O)O)CC2)cc1[N+](=O)[O-]	2	-4	-14	14	0.3	-1	5	-5	0
CCOC(=O)C1(C)CCCN1C(=O)c1ccc(OC)cc1 (stereo unspecified)	2	.	-16	12	0.2	-2	.	-14	-5
O=C(N[C@@H](Cc1ccccc1)C(=O)NC1CCCCC1)c1ccco1	2	-18	-7	14	1.0	14	-1	-11	-2
CCOC(=O)CSc1nnc(CNC(=O)c2ccc(OC)cc2OC)n1-c1ccc(OC)cc1	-1	-7	-1	3	-0.4	2	-3	-4	-7
Cc1cc2c(cc1C)NC(CC(=O)NCc1ccccc1)C(=O)N2 (stereo unspecified)	1	-14	-5	-1	0.8	-2	-6	-9	0
O=C(CCC1COc2ccccc2O1)Nc1ccccn1 (stereo unspecified)	1	-5	-15	0	0.8	1	-4	-10	-3
COc1cc2c3nnc(-c4ccc(F)cc4)c-3cn(Cc3ccc(F)cc3)c2cc1OC	1	-12	8	-8	-0.5	-2	-9	7	-9
CC(/C=C1\SC(=O)N(CCCC(=O)O)C1=O)=C\c1ccccc1	0	-6	-1	6	0.6	-2	-5	-9	-8
O=C(CN1CCN(c2ccc(Cl)cc2)CC1)Nc1cccc(F)c1	2	-10	16	-9	0.8	-18	-6	6	-2
CC(C)(CO)NC(=O)Nc1ccc(Cl)c(Cl)c1	6	13	3	5	1.3	6	-9	11	3
COc1ccc(Cn2nnnc2C(C(C)C)N2CCc3ccccc32)cc1 (stereo unspecified)	0	-24	0	4	-0.4	3	-8	-16	-4
CSCCC(NC(=O)c1ccco1)C(=O)N1CCCCCCC1 (stereo unspecified)	2	-11	-20	13	1.6	4	1	-6	-2
Cc1cccc(NC(=O)CC2CCC2)c1	1	-11	-7	6	0.1	-15	-2	-13	-8
O=C(CSc1nc(-c2ccco2)cc(C(F)(F)F)n1)N1CCc2ccccc2C1	0	-29	11	-1	1.3	-1	-18	-3	-4
COc1cc(C(=O)OCC(=O)NC(=O)c2cccn2C)ccc1OC(F)F	6	-4	3	-3	5.1	-4	-3	-14	-7
Cc1ccc(C(=O)NCC(=O)OCC(=O)c2ccc3c(c2)NC(=O)CO3)cc1	1	2	1	-6	0.4	6	-4	10	-10
O=C(NCCCN1CCCCC1)C1CCN(S(=O)(=O)N2CCC3(CC2)OCCO3)CC1	0	-3	-16	20	-0.6	-7	-5	-12	-4
Cc1cccc(C)c1OCc1cc(C(=O)N(C)CCc2ccccn2)no1	3	-19	-7	8	1.2	8	-2	11	-4
COc1ccc(CNC(=O)[C@@H](NC(=O)C2CCN(C(=O)[C@@H](N)Cc3ccccc3)CC2)C(C)C)cc1	1	7	-5	3	-0.1	-22	2	1	-1
O=C(O)c1oc2ccccc2c1CSCc1ccccc1	0	21	-10	7	0.1	-9	-6	-19	-6
CCC(C)NCCOCCOc1ccc(Br)cc1 (stereo unspecified)	2	-10	-4	-5	0.0	1	-11	-1	-13
COC(=O)CSc1nc(C)cc(N2CCOCC2)n1	2	5	-12	10	2.5	-3	-20	-15	-5
O=C(Nc1ccc2c(c1)OCO2)N1CCN(c2ncccn2)CC1	2	-11	-6	7	1.0	-5	-1	-10	-5
O=C(COc1ccccc1)NCc1n[nH]c(=S)n1-c1ccccc1	0	2	-7	-2	1.1	-13	7	-7	-1
CCOc1ccc(C(=O)NCC(c2ccco2)N2CCc3ccccc3C2)cc1 (stereo unspecified)	1	-21	-8	2	1.3	2	2	-19	-6
CC(C)(C)NC(=O)C(=O)NNC(=O)c1cccc(Br)c1	1	9	-14	10	0.8	-2	-3	-3	-3
CCOC(=O)N1N=C(c2ccccc2)CC1(O)C(C)(F)F (stereo unspecified)	1	-13	-12	10	0.5	-17	-10	-19	-4
O=C(NC1CCCC1)C(c1ccccc1)N(Cc1ccco1)C(=O)Cc1cccs1 (stereo unspecified)	7	-23	8	-6	4.0	0	-11	-14	-2
CC(C(=O)N(C)C1CCS(=O)(=O)C1)N1C(=O)/C(=C/c2cccs2)SC1=S (stereo unspecified)	2	-17	3	4	0.7	-2	-15	-13	-2
CC(=O)N1CCCc2cc(S(=O)(=O)N3CCCC(C(=O)Nc4ccccc4C)C3)ccc21 (stereo unspecified)	7	-11	-13	11	4.6	-12	-2	6	3
COc1ccc(O)c(CN2CCCC(N3CCN(c4ccccc4OC)CC3)C2)c1 (stereo unspecified)	1	-25	-22	23	0.7	2	-6	-10	-7
COc1ccccc1-c1nnc(SCC(=O)c2ccc(C3CCCCC3)cc2)n1Cc1ccco1	-1	-6	-6	6	0.8	2	-2	-10	-3
O=C(NNc1nc(-c2ccc(Cl)cc2)cs1)c1ccco1	1	-9	-2	5	0.7	-5	-4	0	-2
C[C@@H]1CCCCO[C@@H](CN(C)S(C)(=O)=O)[C@@H](C)CN([C@H](C)CO)C(=O)c2cc(N(C)C)ccc2O1	1	.	4	3	0.5	-1	.	-10	-4
COc1ccc(F)c(CN2CCC(n3nccc3NC(=O)C3CCOC3)CC2)c1 (stereo unspecified)	1	-3	-20	12	0.9	4	-3	-8	-5
O=C1NCCOC(=O)[C@H](Cc2ccc(F)cc2)CC/C=C/C[C@@H]1CC(=O)N(CCO)Cc1ccccc1	9	-4	-3	4	3.6	-2	-5	-2	-1
COc1cccc(C(=O)N2CCC[C@@H]2C(=O)N2CCC[C@@H]2C(=O)NCc2ccccc2Cl)c1	2	.	.	.	1.9	0	.	-14	.
Cc1nn(Cc2ccc(Cl)cc2Cl)c(C)c1NC(=O)c1nn(C)cc1Cl	11	-19	1	-1	9.6	-4	-10	-16	1
COc1ccc(OC)c(NC(=O)Cc2coc3ccc4ccccc4c23)c1	-1	-8	-27	-1	0.6	-5	-2	3	-2
CCN(CC(=O)Nc1ccccc1C(F)(F)F)CC(=O)c1[nH]c(C)c(C(C)=O)c1C	14	.	3	2	3.8	-14	.	29*	2
Cc1cc(/C=C2/SC(=O)N(CC(=O)OC(C)C)C2=O)c(C)n1C	-1	-9	7	-7	0.0	9	-9	-15	-7
COc1ccc(C(=O)NC2CCN(CC(=O)Nc3cccc(OC)c3)CC2)cc1	1	-11	4	0	0.0	7	-2	17	-3
CC(=O)Nc1ccc(NC(=O)CSc2ccc(-c3ccc(-n4ccnc4)cc3)nn2)cc1	2	-7	-9	7	-0.3	-14	4	-6	-3
CN(C)C(CNC(=O)c1c(F)cccc1Cl)c1ccco1 (stereo unspecified)	2	-5	-15	8	2.8	-28	3	-17	-10
Cc1cc(C)c2[nH]c(O)c(N=NC3=NC(=O)CS3)c2c1	-1	-4	7	-2	-0.1	-11	-1	-1	-3
O=C(/C=C/c1cc([N+](=O)[O-])ccc1OC(F)F)Nc1ccc(OC(F)F)cc1	1	8	3	-7	1.1	-3	-10	-10	-8
Cn1cc(S(=O)(=O)N2CCNCC2)cc1C(N)=O	1	8	-3	2	0.2	-1	2	11	-4
Cc1cc2ccccc2c(=O)n1CC(=O)Nc1ccc2c(c1)OCO2	0	-10	-18	-2	0.0	1	-7	-2	-3
O=C(CSc1nnc(C2CC2)n1CC1CCCO1)Nc1ccc(Cl)cc1 (stereo unspecified)	1	-19	-3	4	0.1	-1	-10	-8	-1
Oc1cccc(/C=N/Nc2ccc(Cl)nn2)c1	2	-4	-9	-1	0.4	-18	-10	-6	-3
COc1ccccc1C(=O)NCCNC(=O)c1ccco1	1	-1	7	-1	1.0	-1	-13	-19	-1
Cn1c(=O)[nH]c(Nc2ccc(F)cc2)c([N+](=O)[O-])c1=O	0	1	-1	6	0.4	13	-2	-1	-7
C/C(=C/c1ccccc1)C(=O)N1CCC(C)CC1	0	-4	-3	5	0.1	-7	1	2	-6

(further entries)
SMILES	M4 ag	CHO parental Ca	CHRM1 antagonist	CHRM1 PAM	CHO-K1 Ca ag	CHRM4 antagonist	OXTR potentiator	CHO-K1 Ca antag	CHRM1 agonist
COc1cc(-c2noc(C)c2C#Cc2ccc(N)cc2)cc(OC)c1OC	2	-29	-4	0	-0.7	-3	-7	-9	-7
COc1ccc(N2CC(C(=O)NC3=NCCS3)CC2=O)cc1 (stereo unspecified)	1	0	2	1	-0.1	6	5	-6	-4
O=C(Nc1cccc2ccccc12)c1csc([C@@H]2C[C@H](O)[C@@H](CO)O2)n1	2	.	-10	2	1.1	-31	.	-5	-3
Cc1ccc2nc3c(c(Nc4ccc5c(c4)OCCO5)c2c1)CCC3	2	-13	10	-6	1.4	3	-2	-3	-12
Cc1ccc2nc(SCC3CCCCO3)[nH]c2c1 (stereo unspecified)	0	-11	-13	10	1.0	-3	3	-12	-5
CCC1CCCCN1CCCNC(=O)C1CC(=O)N(CCc2ccccc2)C1 (stereo unspecified)	0	-8	-13	8	0.2	6	-3	6	-12
COc1ccccc1NC(=O)CN1CCCCCC1	1	-18	-7	6	-0.4	19	-5	7	-10

Assay outcomes: PubChem, The Scripps Research Institute Molecular Screening Center
